Screens deposited in PubChem BioAssay by several laboratories.
TcdB GH inh: inhibitors of Clostridioides difficile toxin B glycohydrolase | 350,000 compounds, 0.24% hits | AID 652162 | TcdB glycohydrolase enzymatic assay, plate reader | P18177 | inhibition, % at 9.99 µM; in the data active means inhibition above about 10%
Mtb UGM inh: blocks M. tuberculosis UGM enzyme; inhibition, % at 10 µM; purified UGM, fluorescence polarization probe displacement; 320,000 compounds, 0.06% hits; P9WIQ1; in the data active means inhibition above about 10%, passing the limit was not always enough
Target sequence (P9WIQ1 whole entry, looked up): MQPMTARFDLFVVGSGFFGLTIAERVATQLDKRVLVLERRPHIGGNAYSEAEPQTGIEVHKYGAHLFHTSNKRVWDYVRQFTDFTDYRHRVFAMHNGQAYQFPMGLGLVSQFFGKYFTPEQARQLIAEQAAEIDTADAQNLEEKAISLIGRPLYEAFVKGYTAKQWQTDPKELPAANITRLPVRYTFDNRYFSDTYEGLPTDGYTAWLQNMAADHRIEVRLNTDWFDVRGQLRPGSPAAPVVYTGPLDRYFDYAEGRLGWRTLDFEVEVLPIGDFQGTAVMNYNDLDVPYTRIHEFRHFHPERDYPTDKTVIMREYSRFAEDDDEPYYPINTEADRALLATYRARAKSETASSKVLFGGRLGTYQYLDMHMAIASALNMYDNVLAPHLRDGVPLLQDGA
FadD28 binding: M. tuberculosis FadD28 bisubstrate binding inhibition; FadD28 bisubstrate probe binding, fluorescence polarization; inhibition, % at 12.5 µM; 360,000 compounds, 0.22% hits; AID 588549; in the data active means inhibition above about 8.5%, passing the limit was not always enough
BioA inh: blocks M. tuberculosis BioA enzyme activity | inhibition, % at 9.99 µM | AID 602481 | 360,000 compounds, 0.096% hits | purified M. tuberculosis BioA enzyme, plate reader; in the data active means inhibition above about 40%
Y pestis TopoI: inhibitors of Yersinia pestis topoisomerase I; Y. pestis Topo-I cleavage product accumulation, plate reader; activity, % at 10 µM; 360,000 compounds, 0.064% hits; AID 504884; in the data active means activity above about 50%, passing the limit was not always enough; further: inactives centre near 2
FBA Mtb inh: Mtb fructose-bisphosphate aldolase inhibition. P9WQA3. purified M. tuberculosis FBA, fluorescence read-out. inhibition, % at 1 µM. 360,000 compounds, 2.3% hits. AID 588726; in the data active means inhibition above about 27%;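 further: 0% = vehicle and 100% = reference inhibitor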
Target sequence (P9WQA3 whole entry, looked up): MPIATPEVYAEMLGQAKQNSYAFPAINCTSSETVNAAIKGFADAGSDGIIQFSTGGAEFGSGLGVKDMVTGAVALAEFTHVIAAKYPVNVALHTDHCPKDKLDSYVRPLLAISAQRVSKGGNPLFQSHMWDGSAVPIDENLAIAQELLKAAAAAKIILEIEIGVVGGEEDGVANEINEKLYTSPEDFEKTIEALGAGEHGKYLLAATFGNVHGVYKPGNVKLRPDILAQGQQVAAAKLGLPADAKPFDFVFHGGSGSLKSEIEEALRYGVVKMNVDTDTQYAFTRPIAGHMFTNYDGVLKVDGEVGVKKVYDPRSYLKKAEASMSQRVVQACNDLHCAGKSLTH
GDH-TPI counter: counter-screen for M. tuberculosis FBA inhibitors: GDH-TPI coupled enzymes; GDH-TPI coupled enzyme counterscreen, NADH absorbance; inhibition, % at 4.8 µM; 360,000 compounds, 1.2% hits; in the data active means inhibition above about 30%;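 further: 0% = DMSO wells and 100% = wells lacking the enzyme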
Vc quorum ag: quorum light induction in luxS cqsA deficient V. cholerae. V. cholerae BH1578 lux reporter, luminescence, 6 h. activation, % at 18.7 µM. 350,000 compounds, 0.16% hits; in the data active means activation mostly above about 9.7%, no sharp cut-off; further: not every result past the cut was called active; inactives centre near 0; reference of the scale not given here
PfHsp40 yeast: compounds rescuing yeast from Plasmodium falciparum HSP40 toxicity; S. cerevisiae expressing PfHsp40, growth rescue, ATP luminescence; growth rescue, % at 12.5 µM; 340,000 compounds, 0.68% hits; in the data active means growth rescue above about 28%, passing the limit was not always enough;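 further: yeast W303a lacking pdr1 and pdr3 grown in galactose medium; growth measured after three days at 30 °C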
* marks the source's active call; other numbers are inactive results; i = inactive; x = no result given.

Under each structure: TcdB GH inh | Mtb UGM inh | FadD28 binding | BioA inh | Y pestis TopoI | FBA Mtb inh | GDH-TPI counter | Vc quorum ag | PfHsp40 yeast
> O=C1NCN(C2CCCCC2)CN1
    -0.2 | x | -1.3 | -0.2 | 12 | 1 | 0 | i | 1.6
> COc1ccc(C(=O)OCN2C(=O)c3ccccc3C2=O)cc1
    -2.8 | -1.7 | -0.7 | x | 8 | 0 | 4 | 0.1 | -0.5
> CC1Cc2ccccc2N1S(=O)(=O)c1cnc(Cl)c(Cl)c1 (configuration not stated)
    1.0 | -0.4 | -5.2 | x | 17 | 1 | 1 | -2.4 | 0.0
> COc1ccc(-n2nc3c(c2NC(=O)C2CC(=O)N(c4ccccc4)C2)CS(=O)(=O)C3)cc1 (configuration not stated)
    1.2 | -2.8 | 0.4 | 2.8 | 5 | -3 | -8 | 0.1 | 0.5
> Cc1ccc(S(=O)(=O)N2CCOCC2)cc1NC(=O)CNCC1CCCCC1
    -1.3 | 0.8 | 0.4 | x | 15 | 1 | -2 | -1.6 | 0.9
> COc1cccc(/C=C/C(=C2/C(=O)N(c3ccccc3)N=C2C)c2ccc(C)cc2)c1OC
    -0.5 | -2.6 | -0.9 | x | -3 | 0 | -3 | -0.5 | 1.0
> COc1ccc(NC(=O)/C(C#N)=C/c2ncc([N+](=O)[O-])n2C)c(OC)c1
    0.9 | -6.6 | -5.0 | -0.6 | 4 | -6 | 2 | 1.0 | -0.1
> COc1ccc(C2(C(N)=O)CCCCC2)cc1OC
    x | 1.2 | -3.2 | x | 0 | 1 | -15 | 0.7 | -0.6
> COc1ccc(-c2nnc(SCCC(=O)O)n2-c2ccccc2)cc1OC
    1.9 | x | -2.1 | x | -4 | 2 | 4 | i | -1.4
> CC(C)CC(=O)N1CCN(Cc2ccc(C(F)(F)F)cc2)CC1
    0.8 | -2.5 | -0.5 | 0.4 | -5 | 5 | 0 | 0.0 | -0.9
> Cc1ccc(S(=O)(=O)Nc2ccc(-n3c(C)nc4ccccc4c3=O)cc2)cc1
    1.5 | 2.3 | -1.0 | x | 0 | 2 | 2 | i | -0.9
> Cc1ccc(-c2noc(CSc3nnc(Cc4ccccc4)n3-c3cccc(C)c3)n2)cc1
    1.2 | -0.3 | -2.8 | -0.5 | 2 | 0 | 3 | i | 2.9
> O=C(CCN1CCOCC1)Nc1cc(C(=O)Nc2ccccc2F)ccc1N1CC2CC(C1)c1cccc(=O)n1C2 (configuration not stated)
    -1.6 | 1.4 | 0.2 | 20 | 5 | 0 | 2 | -0.2 | -0.9
> O=C1C(=O)N(Cc2cccnc2)C(c2ccccn2)/C1=C(/O)c1ccccc1 (configuration not stated)
    x | -5.0 | -4.2 | -1.0 | 5 | -2 | 14 | -2.3 | 0.6
> S=C(Nc1ccccc1Cl)Nc1ccc(Cl)cc1Cl
    x | 0.1 | -0.8 | 1.2 | -1 | 0 | -2 | -0.2 | 1.0
> CC(C)C[C@H](NC(=O)[C@@H]1CCCN1C(=O)[C@@H](N)Cc1ccc(O)cc1)C(=O)NCC(N)=O
    0.7 | -1.3 | -1.3 | 0.6 | 2 | 3 | 9 | i | -0.7
> CCc1ccccc1NC(=O)N1CCCC(CCC(=O)N(C)CCc2ccccn2)C1 (configuration not stated)
    1.5 | -1.9 | -2.9 | 0.0 | -9 | 0 | -1 | -0.3 | 0.2
> Cc1cccn2c(N)c(-c3ccccc3)nc12
    x | -0.9 | -4.4 | -0.1 | -2 | 25 | -4 | -8.3 | 0.6
> O=C(Nc1cccnc1)c1ccc(Cl)cc1[N+](=O)[O-]
    0.5 | -0.3 | -2.5 | 7.0 | 4 | 2 | 2 | -0.3 | -1.5
> COc1ccc(C2c3[nH]c4ccccc4c3C[C@H]3C(=O)N(C4CCN(Cc5ccccc5)CC4)CC(=O)N23)c(OC)c1 (some centres not stated)
    1.9 | 3.3 | -4.2 | -0.5 | 5 | 0 | -1 | i | 0.0

Single records (already shown).
Entry for CCc1ccccc1NC(=O)N1CCCC(CCC(=O)N(C)CCc2ccccn2)C1 (configuration not stated) = TcdB GH inh: 1.5; Mtb UGM inh: -1.9; FadD28 binding: -2.9; BioA inh: 0.0; Y pestis TopoI: -9; FBA Mtb inh: 0; GDH-TPI counter: -1; Vc quorum ag: -0.3; PfHsp40 yeast: 0.2
Entry for CC(C)C[C@H](NC(=O)[C@@H]1CCCN1C(=O)[C@@H](N)Cc1ccc(O)cc1)C(=O)NCC(N)=O = TcdB GH inh: 0.7; Mtb UGM inh: -1.3; FadD28 binding: -1.3; BioA inh: 0.6; Y pestis TopoI: 2; FBA Mtb inh: 3; GDH-TPI counter: 9; Vc quorum ag: i; PfHsp40 yeast: -0.7

Next compounds
Under each structure: TcdB GH inh | Mtb UGM inh | FadD28 binding | BioA inh | Y pestis TopoI | FBA Mtb inh | GDH-TPI counter | Vc quorum ag | PfHsp40 yeast
> O=C(CSc1nnc(C2CC2)n1Cc1ccccc1)Nc1cccnc1Cl
    2.6 | 0.5 | -2.4 | x | 3 | 0 | -4 | i | 0.9
> CC1=CC2=NC(=O)/C(=C\c3cc(C)n(-c4cccc(Cl)c4)c3C)C(=N)N2O1
    -0.6 | -0.6 | -2.6 | 1.8 | 12 | 0 | 18 | 1.4 | 1.3
> COc1ccc(S(=O)(=O)Nc2ccccc2OC)cc1NC(=O)c1cc2ccccc2oc1=O
    x | 1.2 | 1.2 | -0.2 | -3 | 1 | -1 | i | 0.4
> CCOC(=O)N1CCN(C(=O)c2ccc(Cl)c(S(=O)(=O)Nc3ccccc3)c2)CC1
    x | -0.6 | -0.4 | 1.0 | -4 | 2 | 7 | i | -0.6
> CC(C)(C)c1ccccc1OCC(=O)NCc1ccccc1
    1.1 | -0.2 | -0.4 | 1.4 | 19 | 3 | -14 | -0.6 | 3.0
> COc1cc(/C=N/NC(=O)c2cc(-c3cccc(Br)c3)nc3ccccc23)cc(OC)c1O
    0.5 | 4.6 | 0.4 | x | 4 | 2 | 24 | -0.8 | -0.9
> Cn1ccnc1C(=O)c1ccc(S(=O)(=O)N2CCCC2)cc1
    3.2 | -0.4 | -3.6 | x | -8 | 2 | -1 | -0.3 | 0.3
> CN(c1ccc(C(=O)NC2CC2)cc1)S(=O)(=O)c1ccccc1
    x | -4.5 | 1.0 | 1.4 | 3 | 2 | 7 | -0.6 | 0.2
> Cc1ccc(CN2CCN(CC(=O)N=Nc3c(O)[nH]c4ccccc34)CC2)cc1
    x | 4.9 | -3.9 | x | 7 | 1 | 8 | -0.1 | 0.5
> O=C(Cn1[nH]c(=O)c2ccccc2c1=O)N1CCN(S(=O)(=O)c2ccc(Cl)cc2)CC1
    -0.4 | -3.8 | -1.2 | -6.4 | 5 | 3 | 2 | -0.4 | 0.0
> CSCCC(NC(=O)COc1ccccc1)C(=O)N1CCCCCC1 (configuration not stated)
    0.6 | -1.3 | x | -0.4 | 10 | -2 | -4 | -2.9 | -0.2
> O=C1NN=C(CSc2n[nH]c(=S)s2)CS1
    0.0 | 1.3 | 0.3 | x | -9 | 4 | 2 | -0.3 | -2.0
> COc1ccc(/C=C2\CCCC3C2=NN(C(=O)CSc2n[nH]c(N)n2)C3c2ccc(OC)cc2)cc1 (configuration not stated)
    1.4 | -3.1 | -3.4 | -1.5 | 2 | -2 | 4 | -0.5 | 1.8
> COc1cc(C(=O)NC(CCSC)C(=O)OCC(=O)NC(=O)C2CCCCC2)cc(OC)c1OC (configuration not stated)
    2.1 | 0.2 | -1.2 | 0.2 | 16 | -3 | -2 | -0.5 | 0.7
> COc1cc(/C=N/NC(=O)CCC(=O)NC2CCCCC2)ccc1C
    0.3 | -1.0 | -4.1 | x | -9 | -8 | -1 | i | -0.6
> Cc1cc(OCCCCN2C(=O)NC(C)(C)C2=O)ccc1[N+](=O)[O-]
    1.3 | -1.1 | -1.6 | x | -2 | 6 | 11 | -0.3 | -0.7
> CCOC(=O)C1=C(Nc2ccc(Cl)cc2)OCC1=O
    0.4 | 4.5 | -1.3 | -1.1 | -2 | 0 | 2 | -0.8 | -1.5
> COc1ccc(/C=C(/C#N)C(=O)Nc2ccc(O)cc2)cc1C(=O)O
    18* | -1.7 | -1.8 | x | -5 | -6 | 23 | i | 0.4
> COc1cc(OC)cc(C(=O)NCC(=O)OCC(=O)N2CC(C)CC(C)C2)c1 (configuration not stated)
    1.5 | -2.0 | -7.4 | x | 1 | 0 | -3 | 0.3 | -1.1
> COc1cc(-c2n[nH]c(=S)n2-c2cccc(C(F)(F)F)c2)cc(OC)c1OC
    x | x | -0.9 | 43* | -2 | -1 | 6 | 0.1 | 0.0
> COc1cc(/C=C(\C#N)C(=O)Nc2cccc3ncccc23)cc(OC)c1OC
    x | -0.7 | -4.2 | x | -8 | 4 | 19 | -0.7 | -0.8
> CC(=O)Nc1cc2oc3ccccc3c2cc1[N+](=O)[O-]
    -1.2 | x | -2.9 | -2.1 | -2 | -3 | 7 | 0.1 | x
> CC(C)c1onc(C(=O)N2CCN(c3ccc(F)cc3)CC2)c1[N+](=O)[O-]
    x | 3.2 | -0.4 | -0.3 | 4 | 0 | 7 | i | -1.7
> O=C1CCN(Cc2ccc([N+](=O)[O-])cc2)CCN1CCO
    -1.2 | -0.9 | -0.6 | -1.2 | 12 | 1 | 11 | 1.0 | -0.1
> Cn1nnc(NC(=O)c2ccco2)n1
    x | -0.3 | -3.5 | 0.4 | 5 | 1 | -15 | -5.6 | 0.4
> CC(C)Oc1ccc(/C(O)=C2/C(=O)C(=O)N(CCN3CCNCC3)C2c2ccc(C(C)C)cc2)cc1 (configuration not stated)
    -0.6 | -0.9 | x | 0.0 | 7 | 0 | 4 | i | 1.0
> COc1ccc2[nH]cc(CCNC(=O)C3CC(=O)N(c4ccc(Cl)cc4)C3)c2c1 (configuration not stated)
    2.0 | -2.9 | -0.3 | x | 14 | -1 | 2 | -0.3 | 1.1
> Cc1ccn2c(=O)nc(SCC(=O)N3CCCC3)nc2c1
    1.4 | x | -2.1 | -1.0 | -1 | 2 | 5 | -1.6 | 0.1
> Nc1nnc(-c2ccc(Cl)c([N+](=O)[O-])c2)s1
    0.5 | 2.2 | -6.5 | 0.7 | -10 | -3 | 4 | -0.2 | -0.6
> COc1ccccc1C(CNC(=O)COc1cc(C)ccc1Cl)N1CCCC1 (configuration not stated)
    2.3 | -1.0 | -3.6 | x | 7 | 0 | -3 | -10 | 0.5

Three entries from above in a different format.
molecule	TcdB GH inh	Mtb UGM inh	FadD28 binding	BioA inh	Y pestis TopoI	FBA Mtb inh	GDH-TPI counter	Vc quorum ag	PfHsp40 yeast
Cc1ccc(CN2CCN(CC(=O)N=Nc3c(O)[nH]c4ccccc34)CC2)cc1	x	4.9	-3.9	x	7	1	8	-0.1	0.5
O=C(Cn1[nH]c(=O)c2ccccc2c1=O)N1CCN(S(=O)(=O)c2ccc(Cl)cc2)CC1	-0.4	-3.8	-1.2	-6.4	5	3	2	-0.4	0.0
CSCCC(NC(=O)COc1ccccc1)C(=O)N1CCCCCC1 (configuration not stated)	0.6	-1.3	x	-0.4	10	-2	-4	-2.9	-0.2

Continued:
Under each structure: TcdB GH inh | Mtb UGM inh | FadD28 binding | BioA inh | Y pestis TopoI | FBA Mtb inh | GDH-TPI counter | Vc quorum ag | PfHsp40 yeast
> C/C(=N/N1CCN(Cc2ccccc2)CC1)c1ccc(Br)cc1
    1.4 | 5.3 | -1.4 | 0.1 | 4 | 0 | 1 | i | -0.9
> Cc1oc2c(CN3CCCCC3)c(O)ccc2c(=O)c1-c1ccc(Br)cc1
    2.0 | 2.1 | -2.9 | 19 | 6 | 130* | 33* | -11 | -0.1
> COc1cccc(C2CC(C(F)(F)F)n3ncc(C(=O)O)c3N2)c1 (configuration not stated)
    x | -0.2 | 2.5 | 1.2 | -2 | 3 | 1 | -1.3 | -0.4
> COc1ccc(NC(=O)c2cc(OC)c(OC)cc2OC)c(S(=O)(=O)N2CCOCC2)c1
    x | 4.1 | -3.6 | -1.2 | -9 | -4 | -11 | -0.1 | -1.1
> COc1ccc(OC)c(NC(=O)C23CC4CC(C2)CC(n2cnc(Br)n2)(C4)C3)c1
    x | -1.6 | -3.6 | -0.3 | -8 | 0 | -5 | 0.1 | 0.5
> COc1cc(S(=O)(=O)N2CCOCC2)ccc1NC(=O)c1cc2c(s1)CCC2
    x | -1.1 | -3.6 | 10 | 25 | -1 | 15 | -0.2 | 0.2
